Screening data deposited in PubChem BioAssay by several laboratories.
Rpn11 inh: Rpn11 (human) deubiquitinase inhibition. O00487. hit rate 0.59% among 360,000. human 26S proteasome, Ub4-pepOG fluorescence polarization; 20S core pre-blocked with epoxomicin. AID 588493. calls only at 20 µM;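 active = inhibition at 20 µM, scaled to each plate's controls, above about 33%, limit read from the data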
CSN inh: CSN deneddylation inhibition | Q92905 | Purified CSN, SCF-Nedd8-OG deneddylation, fluorescence polarization | inhibition, % at 12.5 µM | hit rate 0.38% among 360,000 | AID 651999;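 active = pattern-corrected inhibition above about 35%, with an unprinted fluorescence ratio check between 0.5 and 1.5, limit read from the data, passing the limit was not always enough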;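 also: 0% = enzyme with substrate and 100% = substrate without enzyme; some results filed as inactive read as strong as hits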
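Assay system: purified human Csn5 enzyme expressed in HEK293T cells; Input: 0.24 nM Csn5 enzyme, final concentration; Reagent: 10 nM SCFSkp2-Nedd8OG; Compound dosing: 12.5 µM single point; Times: reaction 90 min, room temperature; Technique: fluorescence polarization readout.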
SUMO1-SIM PPI: alters human SUMO1 binding to SIM partners; P63165; SUMO1 binding to a labelled peptide, TR-FRET, 1 h; inhibition, % at 20 µM; hit rate 0.33% among 360,000; in the data active = inhibition above about 37%
Target sequence (P63165 whole entry, looked up): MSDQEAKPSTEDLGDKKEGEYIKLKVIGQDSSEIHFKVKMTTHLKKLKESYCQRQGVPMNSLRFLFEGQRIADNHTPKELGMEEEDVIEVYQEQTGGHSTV
DNMT1 block: blocks human DNA methyltransferase DNMT1; DNMT1 molecular beacon, Hinp1I cleavage, fluorescence; inhibition (reported as % activation of signal), % at 10 µM; hit rate 0.83% among 360,000; in the data active = inhibition above about 50%
Tb MetRS inh: blocks T. brucei methionyl-tRNA synthetase activity; hit rate 0.4% among 360,000; purified T. brucei MetRS, ATP depletion, Kinase-Glo luminescence; inhibition, % at 11.9 µM;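 active = inhibition above a per-plate cutoff of the control wells' mean inhibition plus 3 SD, cut at about 5.5% in these data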;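 also: 0% = DMSO wells median and 100% = median of wells with control inhibitor compound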
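Assay system: T. brucei methionyl-tRNA synthetase, purified | Medium: HEPES buffer with MgCl2, KCl, DTT, spermine, BSA, pyrophosphatase | Compound: 11.9 µM single point | Incubation: 15 min enzyme-compound preincubation, 2 h reaction, 10 min detection, 25 °C | Measured by: Kinase-Glo luciferase luminescence reporting remaining unconsumed ATP | Measure: % inhibition normalized to control-well medians | Replication: Singlicate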
STEP inh: blocks human striatal-enriched tyrosine phosphatase; hit rate 0.25% among 360,000; P54829; recombinant STEP, OMFP fluorogenic substrate, fluorescence; inhibition, % at 20 µM;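 active = inhibition at 20 µM, scaled per plate between control wells, above about 37%, limit read from the data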;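 also: 0% = DMSO with enzyme and substrate and 100% = substrate only without enzyme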
Target sequence (P54829 whole entry, looked up): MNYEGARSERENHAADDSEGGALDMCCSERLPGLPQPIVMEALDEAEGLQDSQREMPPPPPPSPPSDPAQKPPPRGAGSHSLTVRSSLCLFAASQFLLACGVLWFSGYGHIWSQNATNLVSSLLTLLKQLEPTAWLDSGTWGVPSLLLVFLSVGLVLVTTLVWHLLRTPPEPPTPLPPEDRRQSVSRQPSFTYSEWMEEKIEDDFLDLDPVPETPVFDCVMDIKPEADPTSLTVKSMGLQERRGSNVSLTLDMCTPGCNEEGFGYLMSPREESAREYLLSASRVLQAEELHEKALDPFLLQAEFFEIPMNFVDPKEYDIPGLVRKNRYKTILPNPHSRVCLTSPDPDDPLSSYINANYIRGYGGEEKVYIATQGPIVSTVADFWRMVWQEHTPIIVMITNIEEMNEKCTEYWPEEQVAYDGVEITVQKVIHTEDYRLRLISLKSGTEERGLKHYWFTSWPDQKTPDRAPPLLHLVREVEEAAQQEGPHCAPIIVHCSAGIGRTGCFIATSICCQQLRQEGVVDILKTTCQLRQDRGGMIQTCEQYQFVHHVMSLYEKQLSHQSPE
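Material: STEP (striatal-enriched tyrosine phosphatase) enzyme, cell-free; Compound dosing: 20 µM single dose in 1% DMSO; Technique: fluorescence read at 480 nm ex / 540 nm em; Times: reaction 20 min, ambient temperature; Medium: 50 mM Bis-Tris pH 6.0 with 2.5 mM DTT and 0.005% Tween 20; Also added: OMFP at 25 µM.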
Scp1 inh: inhibitors of human Scp-1 phosphatase. Q9GZU7. Recombinant Scp1, phosphopeptide, malachite green phosphate absorbance. inhibition, % at 20 µM. hit rate 0.88% among 340,000. AID 493091;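 active = inhibition above about 50% at 20 µM, limit read from the data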;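 also: plate controls were DMSO wells with enzyme for no effect and wells lacking enzyme for full effect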
Target sequence (Q9GZU7 76-261 limits assumed): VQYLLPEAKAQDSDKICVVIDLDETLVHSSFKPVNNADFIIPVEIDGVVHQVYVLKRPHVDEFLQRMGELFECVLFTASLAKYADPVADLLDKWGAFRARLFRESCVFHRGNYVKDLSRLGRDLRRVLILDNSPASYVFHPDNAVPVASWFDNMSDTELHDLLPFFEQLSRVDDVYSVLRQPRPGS
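Times: enzyme reaction 45 min at room temperature, colour 5 min, stabilisation 30 min. Material: SCP-1 catalytic fragment, aa 76-261. Medium: Acidic Tris acetate buffer with magnesium and detergent. Signal: colorimetric free-phosphate detection, absorbance 630 nm. Read-out basis: % inhibition of SCP-1 phosphate liberation. Reagent: Phosphorylated 17-residue peptide substrate.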
LMPTP inh: blocks human LMPTP phosphatase | P24666 | recombinant LMPTP-A, OMFP fluorogenic substrate, fluorescence intensity | inhibition, % at 20 µM | hit rate 0.22% among 360,000;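 active = compounds that cut the enzyme signal by at least half of the control window in the single-dose screen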;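 also: plate controls were DMSO wells with enzyme plus substrate for no effect and substrate without enzyme for full effect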
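Test system: LMPTP-A, protein tyrosine phosphatase of low molecular weight; Input: 0.625 nM enzyme; Incubation: 50 min dark incubation at room temperature; Signal: endpoint fluorescence intensity from OMFP dephosphorylation; Read-out basis: % inhibition versus control wells.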
NadD inh: NadD (S. aureus) enzyme inhibition; hit rate 0.78% among 360,000; inhibition, % at 20 µM; purified NadD enzyme, colorimetric absorbance read-out; AID 602399; in the data active = inhibition above about 26%; also: some compounds past the cut are filed as inactive
MsrA inh: inhibits bovine methionine sulfoxide reductase A; purified bovine MsrA, absorbance read-out; inhibition, % at 15.5 µM; hit rate 0.75% among 360,000; in the data active = inhibition above about 4.5%;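 also: 0% = vehicle wells with enzyme and 100% = reference inhibitor wells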
Active calls of the source: *; i = inactive; / = not tested or not shown.

The first 5 records, to show the layout:
SMILES	Rpn11 inh	CSN inh	SUMO1-SIM PPI	DNMT1 block	Tb MetRS inh	STEP inh	Scp1 inh	LMPTP inh	NadD inh	MsrA inh
CCCCCCN1C[C@H](O)[C@@H](n2cc(C3CC3)nn2)C[C@@H]1c1ccc(C)cc1	i	-2	-3	3	-1.1	0	/	-2.5	-1	-0.5
CCOC(=O)C[C@H]1c2cc(F)ccc2S(=O)(=O)N1C(C)C	i	0	5	2	-0.4	-3	-5	0.2	0	-0.3
CC1CCN(C(=S)NCCc2ccccc2)CC1	i	-5	2	1	-0.6	1	3	-4.1	-3	-0.4
CC1(C(=O)NS(=O)(=O)c2cccc(C#N)c2)CCN1C(=O)C1(c2ccc(Cl)cc2)CC1 (centres undefined)	i	-1	2	4	-0.3	0	/	-1.6	1	-0.6
CCOn1c(=O)c(-c2cc3ccccc3o2)[n+]([O-])c2ccccc21	i	5	-29	1	-0.5	2	-12	0.9	-5	/

All compounds of this part, repeating the preview:
SMILES	Rpn11 inh	CSN inh	SUMO1-SIM PPI	DNMT1 block	Tb MetRS inh	STEP inh	Scp1 inh	LMPTP inh	NadD inh	MsrA inh
CCCCCCN1C[C@H](O)[C@@H](n2cc(C3CC3)nn2)C[C@@H]1c1ccc(C)cc1	i	-2	-3	3	-1.1	0	/	-2.5	-1	-0.5
CCOC(=O)C[C@H]1c2cc(F)ccc2S(=O)(=O)N1C(C)C	i	0	5	2	-0.4	-3	-5	0.2	0	-0.3
CC1CCN(C(=S)NCCc2ccccc2)CC1	i	-5	2	1	-0.6	1	3	-4.1	-3	-0.4
CC1(C(=O)NS(=O)(=O)c2cccc(C#N)c2)CCN1C(=O)C1(c2ccc(Cl)cc2)CC1 (centres undefined)	i	-1	2	4	-0.3	0	/	-1.6	1	-0.6
CCOn1c(=O)c(-c2cc3ccccc3o2)[n+]([O-])c2ccccc21	i	5	-29	1	-0.5	2	-12	0.9	-5	/
c1ccc(CN2CCN(c3nc(N4CCOCC4)c4ccccc4n3)CC2)cc1	i	-5	3	-5	-0.2	1	-4	1.1	-1	0.0
Cc1ccc2cc(CN(CCc3ccccc3)C(=S)NCCCN(C)C)c(=O)[nH]c2c1	i	-2	-2	-2	0.4	3	0	-3.9	-4	-1.3
CNc1cc(-c2cccc(N(C)C)c2)ncn1	i	-1	4	6	0.6	3	/	-1.2	3	-0.5
CCN1C(=O)c2ccccc2S(=O)c2ccc(C(=O)N3CCCC3)cc21 (centres undefined)	i	0	-3	3	-0.1	-1	-11	-1.9	1	1.6
Cc1nc(N2CCN(Cc3ccc4c(c3)OCO4)CC2)nc2c1C(=O)CC(c1ccco1)C2 (centres undefined)	i	3	2	-6	5.0	4	-3	3.6	3	1.0
CC(C)Sc1nc2c(c(=O)n1C)SC(C)C2 (centres undefined)	i	1	-1	-2	0.7	1	-14	0.7	-2	2.4
CCOc1ccc(S(=O)(=O)N(C)C)cc1-c1nc2c(C(C)(C)C)nn(C)c2c(=O)[nH]1	i	2	-1	-10	0.3	-1	-2	1.3	0	0.4
Cc1ccc(C(=O)N2CCN(S(=O)(=O)c3ccc(C(C)C)cc3)CC2)s1	i	0	2	-1	-0.4	1	-6	1.5	-3	-0.3
Cc1ccccc1CNC(=O)c1[nH]c(C(F)(F)F)nc1-c1ccccc1	i	-2	7	7	-0.5	0	/	-0.8	-8	-0.4
COc1ccc(CN2CCCCCC2)cc1OC	i	-6	-2	0	0.0	0	-13	-1.9	-2	1.0
CCOC(=O)C(Cc1ccc(O)cc1)NC(=O)CNC(=O)C1CCCN1C(=O)OC(C)(C)C (centres undefined)	i	-11	3	0	-0.7	1	4	0.5	0	0.3
O=C(Oc1cccnc1)c1ccc([N+](=O)[O-])cc1Cl	i	0	-16	0	-0.5	-1	-7	0.5	-1	-0.4
COc1cc(/C=C2\SC(=O)NC2=O)ccc1Oc1ccc([N+](=O)[O-])cn1	i	2	1	5	0.1	0	-10	-1.7	12	2.4
Cc1sc2nc(CN3CCCC3)nc(Cl)c2c1C	i	-2	3	5	-0.3	-1	-4	-0.2	1	-0.4
O=C(COC(=O)Cc1ccc(S(=O)(=O)N2CCOCC2)s1)Nc1ccccc1	i	1	-5	-8	-0.2	0	-2	1.0	0	0.4

Next section; the last 2 above are carried over.
SMILES	Rpn11 inh	CSN inh	SUMO1-SIM PPI	DNMT1 block	Tb MetRS inh	STEP inh	Scp1 inh	LMPTP inh	NadD inh	MsrA inh
Cc1sc2nc(CN3CCCC3)nc(Cl)c2c1C	i	-2	3	5	-0.3	-1	-4	-0.2	1	-0.4
O=C(COC(=O)Cc1ccc(S(=O)(=O)N2CCOCC2)s1)Nc1ccccc1	i	1	-5	-8	-0.2	0	-2	1.0	0	0.4
COc1cccc(C(=O)NC2CCCc3ccccc32)c1OC (centres undefined)	i	1	-3	-4	0.0	0	-8	-0.2	4	0.1
O=C(O)c1ccc(Br)cn1	i	2	1	2	-0.9	0	-7	-1.0	4	-0.3
COc1ccccc1N1C(=O)C2CC(C)=C(C)CC2C1=O (centres undefined)	i	0	4	5	0.5	0	-3	-3.1	-4	-1.9
COc1cc(OC)cc(C(=O)NC(=S)N(Cc2ccccc2)C(C)C)c1	i	3	-4	-1	-0.6	1	-19	-0.1	-10	-0.4
COc1cc(C)c(C(C)C)cc1S(=O)(=O)N1CCOCC1	i	-3	-2	1	0.6	10	-5	-0.5	-1	2.8
COCCCNC(=O)CCCn1c(=O)c2ccccc2n(CC(=O)Nc2c(C)cccc2C)c1=O	i	1	6	0	-0.3	0	-6	-2.1	6	0.1
CC(C)NC(=O)COC(=O)CNC(=O)c1cc(Cl)cc([N+](=O)[O-])c1	i	1	-21	-1	0.1	-3	-4	-1.5	-3	-0.4
COc1ccc(S(=O)(=O)Cc2ccc(C(=O)N3CCOCC3)o2)cc1	i	-3	2	-5	-0.7	0	-9	-1.6	-1	0.3
O=C(c1cc(COc2c(F)cccc2F)on1)N1CCN(C2CCCCC2)CC1	i	-4	7	-6	-1.0	-2	3	1.0	-2	-0.4
Cn1cccc1CNC(=O)Nc1ccccc1	i	-3	-2	-11	-0.8	-2	19	0.2	-3	0.8
CCN(CC(=O)Nc1ccccc1OC)C(=O)C1CCC1	i	0	0	3	-0.4	2	-9	-0.3	-8	-1.1
CC(Sc1nnnn1C)C(=O)Nc1ccccc1 (centres undefined)	i	-10	-7	4	0.2	0	2	1.5	8	-0.7
COc1ccc(C(=O)c2c3ccc(C(F)(F)F)cc3[n+]([O-])n2CCCN)cc1	i	-1	-14	0	-0.6	1	1	-1.2	1	0.9
CC(=O)NC1(c2cccc(F)c2)CCN(CC(=O)NC2CCCCC2)CC1	i	6	1	2	-0.2	3	0	0.0	3	2.3
COC(=O)CC1(c2ccccc2)C(=O)c2ccccc2C1=O	i	1	-2	-2	0.1	-1	-11	-1.9	-9	-1.0
Cn1c(-n2c(CCCN3C(=O)c4ccccc4C3=O)nc3ccccc3c2=O)nc2ccccc21	i	0	-10	0	-0.8	3	-12	2.5	11	0.5
Cc1ccc(COC(=O)CN2C(=O)NC3(CCCC3)C2=O)cc1	i	-7	0	4	0.0	-1	-2	-1.7	-4	-0.6
COc1ccc(-c2nc(C)sc2CC(=O)O)cc1	i	2	-3	2	-1.7	0	-7	0.7	2	1.1
Cc1ccc(NS(=O)(=O)c2ccc(Cl)c(NC(=S)NC(=O)C3CCCCC3)c2)cc1Cl	i	-6	0	-10	-0.9	1	-10	4.7	18	3.7
CCOC(=O)[C@H]1[C@H]2COc3ccc(C)cc3[C@@H]2N2C(=O)CN(Cc3ccc(C)cc3)C(=O)[C@@]12C	i	2	1	1	-0.3	1	-11	-2.0	-8	-1.3
Cc1cc(NC(=O)C2CC=CCC2C(=O)O)no1 (centres undefined)	i	2	4	26	-1.1	2	28	0.0	-1	0.8
Cc1ccc(CN(C)C(=O)c2cccc(S(=O)(=O)N3CCCC3)c2)o1	i	2	0	6	-0.2	2	-4	-0.9	3	-0.5
COc1ccccc1OCC(=O)NNC(=O)c1cccs1	i	-19	-2	2	0.0	-5	4	-1.0	-3	-1.6
O=C(NC(=S)Nc1ccc(-c2ccc(CO)o2)cc1)c1cccs1	i	40*	22	77*	0.8	5	-9	52*	21	/
N#Cc1nccc2ccc(OCc3ccc(Br)cc3)cc12	i	0	-6	13	0.0	2	/	0.2	2	-0.7
